mIAP act – activators of mouse IAP, primary screen, biochemical, luminescence, uHTS | intestinal alkaline phosphatase [Mus musculus] | muIAP, CDP-Star luminescence, 30 min; stronger effect = higher value; 1 = vehicle-only enzyme signal, 0 = enzyme-free wells | activation factor at 10 µM | 330,000 tested, 0.24% active | AID 2805, 2010;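 active means activation factor of at least 2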; further: the source names both 10 and 20 µM as test concentration; values of inactives mirror those of a sister screen read the other way
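System: mouse IAP enzyme. Reagent: CDP-Star chemiluminescent phosphatase substrate. Benchmarks: DMSO wells, no-enzyme wells. Times: 30 min enzyme-substrate-compound incubation at room temperature. Detection: luminescence from enzymatic CDP-Star hydrolysis. Doses: test compounds delivered from DMSO solution.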
hIAP block – human IAP inhibitors, primary screen, biochemical, luminescence, uHTS; purified IAP, CDP-Star luminescence, 30 min; AID 2544, 2010; 330,000 tested, 0.12% active; inhibition, % at 10 µM; Intestinal-type alkaline phosphatase (Homo sapiens), P09923;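 active means inhibition reaching a set limit with compound at 10 µM in the primary screen, cut at about 35% in these data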;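 further: plate controls were DMSO wells with enzyme for no effect and no-enzyme buffer wells for full effect; values of inactives mirror those of a sister screen read the other way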
APOBEC3A inh – APOBEC3A ssDNA deaminase inhibitors, primary screen, selectivity assay for APOBEC3G inhibitor project, biochemical, FAM/TAMRA oligo cleavage fluorescence | AID 493011, 2011 | 330,000 tested, 0.41% active | recombinant A3A, FAM/TAMRA ssDNA deamination fluorescence | inhibition, % at 20 µM | DNA dC->dU-editing enzyme APOBEC-3A (Homo sapiens), P31941;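 active means at least 40% inhibition at 20 µM here, with at most 30% in a related deaminase screen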;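 further: plate controls were A3A with DMSO for no effect and wells lacking A3A enzyme for full effect; some results filed as inactive read as strong as hits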
Target sequence (P31941 whole entry, looked up): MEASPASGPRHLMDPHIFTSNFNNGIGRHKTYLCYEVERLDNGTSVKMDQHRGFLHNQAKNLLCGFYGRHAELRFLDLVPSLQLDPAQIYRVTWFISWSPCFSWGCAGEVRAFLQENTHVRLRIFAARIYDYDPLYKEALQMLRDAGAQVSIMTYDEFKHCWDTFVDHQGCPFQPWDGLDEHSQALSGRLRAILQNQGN
mIAP block – inhibitors of mouse IAP, primary screen, biochemical, luminescence, uHTS. purified mouse IAP, CDP-Star luminescence, 30 min. AID 2806, 2010. inhibition, % at 10 µM. 330,000 tested, 0.2% active;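 active means inhibition of at least 40% at 10 µM in the primary screen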;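 further: plate controls were DMSO with enzyme for no effect and no enzyme wells for full effect; values of inactives mirror those of a sister screen read the other way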
ATG4B inhibitor – ATG4B protease inhibitors, primary screen, biochemical, fluorescence, uHTS; ATG4B cleavage of LC3-PLA2, NBD-HPC fluorescence, 1 h; inhibition, % at 8.33 µM; 340,000 tested, 0.51% active; AID 504462, 2011; in the data active means inhibition above about 40%
Target sequence (Q9Y4P1 whole entry, looked up): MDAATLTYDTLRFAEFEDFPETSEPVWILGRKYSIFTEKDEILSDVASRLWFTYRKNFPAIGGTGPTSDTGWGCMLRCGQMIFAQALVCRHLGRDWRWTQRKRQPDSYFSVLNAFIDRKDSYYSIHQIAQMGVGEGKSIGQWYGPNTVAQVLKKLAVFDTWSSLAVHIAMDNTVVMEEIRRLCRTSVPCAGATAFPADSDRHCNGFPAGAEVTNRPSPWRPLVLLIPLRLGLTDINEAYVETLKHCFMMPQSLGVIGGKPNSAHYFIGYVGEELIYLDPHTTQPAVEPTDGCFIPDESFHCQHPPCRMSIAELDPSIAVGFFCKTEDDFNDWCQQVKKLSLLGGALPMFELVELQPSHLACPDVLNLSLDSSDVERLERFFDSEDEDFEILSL
hIAP act – human IAP activators, primary screen, biochemical, luminescence, uHTS. 330,000 tested, 0.16% active. Intestinal-type alkaline phosphatase (Homo sapiens), P09923. activation factor at 10 µM. purified human IAP, CDP-Star luminescence, 30 min; stronger effect = higher value; 1 = vehicle-only enzyme, 0 = enzyme-free background. AID 2524, 2010;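 active means activation factor of the enzyme at least 2-fold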; further: the source names both 10 and 20 µM as test concentration; values of inactives mirror those of a sister screen read the other way
APOBEC3G inh – APOBEC3G DNA deaminase inhibitors, primary screen, biochemical, fluorescence, single-stranded DNA substrate, uHTS; AID 493012, 2011; 330,000 tested, 0.28% active; DNA dC->dU-editing enzyme APOBEC-3G (Homo sapiens), Q9HC16; inhibition, % at 20 µM; recombinant A3G, ssDNA deamination FAM/TAMRA fluorescence;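 active means inhibition of at least 40% at 20 µM, with no more than 30% in the related APOBEC3A deaminase screen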;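 further: plate controls were DMSO wells with A3G for no effect and wells lacking A3G enzyme for full effect; some compounds called inactive have numbers as strong as hits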
Target sequence (Q9HC16 whole entry, looked up): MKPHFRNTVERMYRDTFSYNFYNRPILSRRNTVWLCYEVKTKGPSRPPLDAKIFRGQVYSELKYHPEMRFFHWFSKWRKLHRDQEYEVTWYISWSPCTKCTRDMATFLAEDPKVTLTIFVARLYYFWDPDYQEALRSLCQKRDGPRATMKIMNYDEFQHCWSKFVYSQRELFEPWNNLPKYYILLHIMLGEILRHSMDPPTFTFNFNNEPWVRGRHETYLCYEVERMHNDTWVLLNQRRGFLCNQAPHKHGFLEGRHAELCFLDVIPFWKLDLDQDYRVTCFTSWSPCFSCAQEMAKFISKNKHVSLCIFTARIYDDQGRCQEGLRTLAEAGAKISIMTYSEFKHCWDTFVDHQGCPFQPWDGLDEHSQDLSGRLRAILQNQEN
MPTP inh – mitochondrial permeability transition pore inhibitors, primary screen, biochemical, isolated mouse mitochondria, absorbance; AID 602449, 2012; inhibition, % at 10 µM; Ca2+ swelling absorbance, 30 min; 360,000 tested, 1.4% active;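 active means inhibition of 50% or more, scaled per plate between neutral and stimulator controls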;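 further: 0% = DMSO wells given calcium and 100% = 1 mM EGTA wells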
beta cell repl – inducers of MIN6 beta-cell proliferation, primary screen, ATP luminescence, uHTS | proliferation, % at 10 µM | 330,000 tested, 0.29% active | MIN6 cells proliferation, ATPlite luminescence, 48 h; cells starved in 0.2% serum; 100% = growth in 10% serum | AID 2380, 2010;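 active means compounds whose signal lies at least 3.5 SD above the mean of all wells on their plate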;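 further: 0% = DMSO-treated cells in low-serum medium and 100% = 10% serum control; some compounds called inactive have numbers as strong as hits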
Numbers without * were called inactive; / = not tested or not shown.

A first look, four compounds:
SMILES | mIAP act | hIAP block | APOBEC3A inh | mIAP block | ATG4B inhibitor | hIAP act | APOBEC3G inh | MPTP inh | beta cell repl
N#Cc1ccc(C#Cc2ccc3oc4ccccc4c(=O)c3c2)cc1 | 1.04 | 6.4 | -2.1 | -4.0 | -0.4 | 0.936 | -6.5 | -0.1 | -5.6
COc1ccc(OC)c(C2=NOC(C(=O)NCC3CCCO3)C2)c1 (configuration not stated) | 1.01 | 27.2 | 0.8 | -1.4 | -0.9 | 0.728 | -1.9 | 0.5 | -0.2
COc1ccc(CC(=S)N2CCOCC2)cc1F | 1.04 | 4.0 | -1.7 | -3.9 | 4.0 | 0.96 | -3.4 | -1.2 | 0.0
CCn1c(Oc2ccccc2C)nc2c1c(=O)n(C)c(=O)n2C | 0.924 | 0.1 | -2.8 | 7.6 | -5.0 | 0.999 | 2.5 | -0.7 | 1.9

All compounds of this part, from the first entry:
SMILES | mIAP act | hIAP block | APOBEC3A inh | mIAP block | ATG4B inhibitor | hIAP act | APOBEC3G inh | MPTP inh | beta cell repl
N#Cc1ccc(C#Cc2ccc3oc4ccccc4c(=O)c3c2)cc1 | 1.04 | 6.4 | -2.1 | -4.0 | -0.4 | 0.936 | -6.5 | -0.1 | -5.6
COc1ccc(OC)c(C2=NOC(C(=O)NCC3CCCO3)C2)c1 (configuration not stated) | 1.01 | 27.2 | 0.8 | -1.4 | -0.9 | 0.728 | -1.9 | 0.5 | -0.2
COc1ccc(CC(=S)N2CCOCC2)cc1F | 1.04 | 4.0 | -1.7 | -3.9 | 4.0 | 0.96 | -3.4 | -1.2 | 0.0
CCn1c(Oc2ccccc2C)nc2c1c(=O)n(C)c(=O)n2C | 0.924 | 0.1 | -2.8 | 7.6 | -5.0 | 0.999 | 2.5 | -0.7 | 1.9
Cc1ccc(S(=O)(=O)NCC(=O)N2CCOCC2)cc1 | 1.02 | -13.8 | 4.2 | -1.7 | 2.7 | 1.14 | -2.8 | 0.6 | 1.2
CC1CCCN(C(=O)CSc2nc3ccccc3o2)C1 (configuration not stated) | 1 | 2.4 | -4.4 | -0.1 | 0.9 | 0.976 | -5.6 | 0.7 | -1.3
O=C(NCc1ccco1)c1ccc2c(=O)n(Cc3ccco3)c(SCC(=O)N3CCCC3)nc2c1 | 0.869 | -0.4 | 5.4 | 13.1 | -1.4 | 1 | 1.0 | 2.8 | -1.2
CCCn1nnnc1NCc1ccccc1OCc1cccs1 | 1.08 | -14.5 | 0.6 | -7.8 | 0.6 | 1.15 | -0.6 | -0.5 | -1.3
CC1(C)CC(=O)C(C=NCCN2CCNCC2)=C(O)C1 | 1.05 | 12.5 | -0.9 | -5.5 | -2.9 | 0.875 | -6.5 | -0.3 | 7.0
CC1CN(C(=O)CSc2nc(-c3ccc(F)cc3)cs2)CC(C)O1 (configuration not stated) | 1.07 | 10.4 | -2.9 | -6.7 | -2.0 | 0.896 | -8.4 | -1.6 | -1.1
Nc1ccc(-c2nnc(-c3ccc(N)cc3)o2)cc1 | 1.05 | -7.0 | -3.0 | -4.8 | -9.2 | 1.07 | -7.9 | 0.1 | -4.9
CCCc1cc(=O)oc2cc(OC(=O)CN3C(=O)NC4(CCCC4)C3=O)ccc12 | 0.943 | -8.3 | 1.3 | 5.7 | -2.2 | 1.08 | -7.6 | -0.2 | 4.3
COc1ccccc1N(CC(=O)NCCSCc1ccco1)S(=O)(=O)c1ccccc1 | 0.967 | -4.9 | -4.3 | 3.3 | -1.1 | 1.05 | -12.3 | 1.2 | 2.5
Cc1ccc(NC(=O)COC(=O)CCc2nc3ccccc3c(=O)[nH]2)cc1Cl | 1.02 | 16.9 | 1.4 | -1.9 | -12.1 | 0.831 | -11.2 | -1.2 | -1.3
CC[C@]1(C(=O)OC)[C@H]2C(=O)N(Cc3ccccc3)C(=O)[C@H]2[C@H]2CN(C)C(=NCc3ccccc3)N21 | 0.968 | / | 5.3 | 3.2 | 4.3 | / | 5.6 | 0.4 | /
COc1cc(CNCC(C)C)c(Br)cc1OCC(=O)NCc1ccccc1 | 0.961 | -2.9 | 1.9 | 3.9 | 4.2 | 1.03 | 1.4 | -0.9 | -2.0
Cc1ccc(-c2cc[n+](Cc3ccccc3)cc2)cc1 | 1.06 | 0.1 | -3.1 | -5.6 | 1.1 | 0.999 | -7.0 | 0.6 | -6.4
COc1cc(CNc2ccc3[nH]c(=O)[nH]c3c2)ccc1OCc1ccc(F)cc1 | 0.987 | -15.6 | 3.1 | 1.3 | -5.7 | 1.16 | 0.5 | -0.1 | -1.6
O=C(CCCc1ccccc1)Nc1ccnn1C1CCN(Cc2ccccc2)CC1 | 1.56 | -95.0 | 0.0 | -56.4 | 11.3 | 1.95 | 0.8 | 0.4 | -1.2
Cc1cc(C)n2nc(C(=O)NNC(=O)c3ccccc3)nc2n1 | 0.763 | -61.0 | 0.4 | 23.7 | -2.1 | 1.61 | -2.8 | -2.4 | -0.8
COC(=O)c1cc(Cl)c(NC(=O)c2cc3ccccc3o2)cc1OC | 0.905 | 15.6 | 2.4 | 9.5 | 0.5 | 0.844 | -5.5 | -4.3 | -4.4
CCn1cc(C(=O)NCCC2=CCCCC2)c(=O)c2cc(S(=O)(=O)N(C)C)ccc21 | 0.824 | 12.5 | -0.6 | 17.6 | -0.8 | 0.875 | -1.4 | -2.7 | 3.3
COCCCNC(=O)Nc1ccc(F)cc1F | 1.02 | 11.4 | -5.3 | -2.1 | -12.1 | 0.886 | -6.8 | 1.4 | 1.1
O=C(Nc1ccc(O)c2c(=O)cc(-c3cccc(Cl)c3)oc12)c1ccccc1Cl | 0.831 | 4.7 | -2.0 | 16.9 | -7.2 | 0.953 | -8.8 | 1.4 | -3.8
Cc1cccc(NC(=O)C(=O)NCC2CCCN2S(=O)(=O)c2cccs2)c1C (configuration not stated) | 0.98 | 0.5 | 2.7 | 2.0 | 1.0 | 0.995 | -6.1 | -1.0 | 4.0
O=C(NCc1ccc(OC(F)(F)F)cc1)c1cccc2c1C(=O)c1ccc(N3CCC(Cc4ccccc4)CC3)cc1S2(=O)=O | 0.952 | 4.3 | 0.0 | 4.8 | -20.2 | 0.957 | -0.4 | 0.5 | -4.4
CN(CCOc1cccc2ccccc12)Cc1ccccc1 | 1 | -15.8 | -6.3 | -0.4 | -4.4 | 1.16 | -0.7 | -1.4 | -0.2
CCc1ccc(NC(=O)c2c(C(=O)Nc3ccccc3)sc3nc(C)cc(=O)n23)cc1 | 0.844 | 14.7 | 2.4 | 15.6 | -1.3 | 0.853 | -6.1 | 2.0 | -0.7
CCn1c(Cc2ccccc2)nnc1SCC(=O)Nc1ccc2c(c1)OCO2 | 0.946 | -1.5 | 0.8 | 5.4 | -3.3 | 1.01 | -0.1 | -0.2 | -1.1
Cc1cnc(C(=O)OCC(=O)c2csc(N3CCCCC3)n2)cn1 | 1.05 | -1.7 | 8.1 | -5.3 | 0.0 | 1.02 | -2.1 | 0.6 | -1.8
COC(=O)c1ccccc1NC(=O)CSc1nnc(-c2cccnc2)n1N | 0.78 | 6.1 | 5.0 | 22.0 | -2.0 | 0.939 | -0.8 | -1.2 | -0.9
COc1ccc(-c2nc(CSCC(=O)NC3CC3)c(C)o2)cc1OC | 0.998 | -20.3 | -0.5 | 0.2 | 1.8 | 1.2 | -2.6 | -0.5 | -3.3
CCCNC(=O)c1cccc(COc2ccccc2OC)c1 | 0.961 | -19.0 | -2.9 | 3.9 | -10.4 | 1.19 | -4.6 | 0.6 | -3.2
S=C(NC1CCCC1)NC1CC1 | 1.01 | -26.5 | -3.4 | -0.6 | 0.0 | 1.26 | -2.4 | 1.5 | -3.4
O=C(COC(=O)[C@@H]1CCCN1C(=O)c1cccs1)Nc1ccc(F)cc1[N+](=O)[O-] | 0.966 | 6.8 | -3.3 | 3.4 | -2.0 | 0.932 | -6.5 | -1.4 | -2.0
CCn1c(=S)sc2c(=O)[nH]c(C)nc21 | 1.04 | -1.7 | -6.5 | -4.1 | -9.0 | 1.02 | -9.4 | 0.0 | 0.5
Fc1cccc(Cl)c1CSc1nnnn1-c1ccc2c(c1)OCO2 | 1.03 | -18.4 | -0.9 | -3.5 | 21.2 | 1.18 | -0.8 | -0.3 | -4.1
COc1ccc(-n2cccc2C=O)cc1 | 1.06 | 8.7 | -2.9 | -6.5 | 2.9 | 0.913 | -8.6 | -1.6 | 3.1
Cc1cc(C)c(S(=O)(=O)N2CCCOC2CNC(=O)C(=O)NCc2ccccn2)c(C)c1 (configuration not stated) | 1.04 | -6.3 | -1.8 | -4.1 | -1.8 | 1.06 | -5.4 | 0.8 | -1.0
O=C(NCc1n[nH]c(=S)n1-c1ccc(Cl)c(Cl)c1)c1ccco1 | 1 | -1.8 | -6.5 | 0.0 | 5.9 | 1.02 | 13.4 | 0.0 | -1.2
CCCN(C(=O)Cn1ncc2c(=O)oc3ccccc3c21)c1cccc(C)c1 | 1.01 | -12.4 | -6.4 | -1.4 | -11.1 | 1.12 | -5.7 | 2.5 | -0.1
Cc1ccc(-c2noc(CCC(=O)Nc3cc(C)ccn3)n2)cc1 | 1.01 | -7.3 | -3.6 | -0.8 | -7.3 | 1.07 | -8.4 | -0.7 | -0.3
O=C1CCc2ccc(NS(=O)(=O)c3ccc(F)cc3)cc2N1 | 0.973 | -11.9 | 2.0 | 2.7 | -0.5 | 1.12 | -4.4 | 0.1 | -2.5
CCOC(=O)Nc1nc(C)c(C(=O)c2ccc(Cl)cc2)s1 | 1.05 | -8.2 | 10.9 | -5.4 | 12.4 | 1.08 | 0.8 | 2.4 | -3.1
CCC1(C)CC2(CCCN(CCC(O)(c3ccccc3)c3ccccc3)C2)CCO1 (configuration not stated) | 0.857 | -5.5 | 1.3 | 14.3 | -8.8 | 1.05 | 1.5 | 0.1 | -3.0
Cc1ccc(C(=O)N/C(=C/c2ccc(-c3ccc([N+](=O)[O-])cc3)o2)C(=O)NCCCN(C)C)cc1 | 0.947 | 1.6 | -2.9 | 5.3 | 7.5 | 0.984 | -7.9 | -3.6 | -4.2
CNc1nc(N2CCc3ccccc32)ncc1F | 1.02 | -18.4 | -2.0 | -2.0 | -3.1 | 1.18 | -2.3 | 1.2 | 0.8
O=C(Nc1ccc(S(=O)(=O)Nc2nccs2)cc1)C1CCCCC1 | 0.953 | 5.9 | -0.9 | 4.7 | -6.1 | 0.941 | -4.3 | -0.4 | -0.6
O=C(NCc1ccccn1)C1CC(=O)N(C2CCCC2)C1 (configuration not stated) | 0.856 | 5.7 | -3.7 | 14.4 | -1.6 | 0.943 | -6.9 | -0.9 | 1.6
CC(NC(=O)Cn1nc(-c2ccccc2)ccc1=O)c1ccccc1 (configuration not stated) | 1.09 | -5.5 | 4.7 | -8.6 | -2.5 | 1.05 | -1.3 | 2.0 | 1.0

Screening results (PubChem BioAssay)

Random draw from the library. About 3.3% of those tested had a hit in this group.
